Glyco luc inh: increase of ERlucT glycosylation luciferase signal, primary screen, N-linked glycosylation inhibitor project, D54 ERlucT cells, luminescence, set 2; D54 ERlucT glycosylation luciferase reporter, 24 h; percent of 100 nM tunicamycin response; reporter increase, % at 12.5 µM; 360,000 compounds, 0.23% hits;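 active = mean luciferase reporter signal, scaled so untreated is 0 and the glycosylation-blocking control 100, at or above a set limit in every replicate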;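 note: luciferase carries N-glycosylation sites so blocking glycosylation raises the light; 0% = median of neutral control wells and 100% = median of 100 nM tunicamycin wells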
HTR2A ag: mouse Htr2a agonists via beta-arrestin recruitment, primary screen, cell-based, luminescence | activation, % at 7.6 µM | 360,000 compounds, 0.66% hits | AID 624169, 2012 | CHO-K1 mHTR2A beta-arrestin complementation; percent of 30 µM serotonin response | 5-hydroxytryptamine receptor 2A (Mus musculus), P35363;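 active = activation above a run cutoff, the mean activation of all tested compounds plus 3 SD, cut at about 14% in these data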;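 note: 0% = plate median of compound wells and 100% = 30 µM serotonin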
H9c2 protect: cardioprotection against H2O2-induced cell death, primary screen, uHTS, H9c2 cells, ATPLite luminescence | AID 588492, 2011 | protection from H2O2 cell death, % at 20 µM | H9c2 cardiomyocytes, H2O2 injury protection, 2 h | 360,000 compounds, 0.63% hits;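 active = compounds giving at least 50% protection of heart cells from peroxide-induced death in the single-dose screen, raw or plate-pattern-corrected value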;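 note: 0% = DMSO wells with peroxide and 100% = DMSO wells without peroxide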
PDI inh: inhibitors of human PDI, primary screen, biochemical, turbidity, single point, plate reader; Protein disulfide-isomerase (Homo sapiens), P07237; PDI insulin aggregation turbidity, A650, 90 min; inhibition, % at 10 µM; 350,000 compounds, 0.052% hits;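 active = mean inhibition across replicates of 30% or more, whatever share of single replicates reach that level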;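 note: absorbance from insulin aggregation driven by PDI reduction with DTT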
Target sequence (P07237 whole entry, looked up): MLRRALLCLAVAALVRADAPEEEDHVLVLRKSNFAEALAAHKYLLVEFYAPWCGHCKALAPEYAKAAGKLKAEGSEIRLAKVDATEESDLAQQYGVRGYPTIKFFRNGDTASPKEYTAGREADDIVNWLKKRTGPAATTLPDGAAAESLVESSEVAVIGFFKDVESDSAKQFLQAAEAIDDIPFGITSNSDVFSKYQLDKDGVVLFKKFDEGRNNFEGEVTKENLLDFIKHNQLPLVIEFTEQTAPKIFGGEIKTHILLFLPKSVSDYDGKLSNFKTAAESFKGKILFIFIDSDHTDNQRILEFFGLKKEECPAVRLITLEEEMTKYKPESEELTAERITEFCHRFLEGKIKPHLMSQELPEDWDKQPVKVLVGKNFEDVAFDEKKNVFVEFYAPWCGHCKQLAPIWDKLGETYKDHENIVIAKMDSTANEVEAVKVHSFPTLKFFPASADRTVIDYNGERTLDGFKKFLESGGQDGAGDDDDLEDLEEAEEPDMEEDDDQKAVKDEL
MC4R ag barr: MC4R agonists recruiting beta-arrestin, primary screen, cell-based, luminescence, agonist arm of biased-ligand search; activation, % at 8.9 µM; 360,000 compounds, 0.98% hits; Melanocortin receptor 4 (Homo sapiens), P32245; AID 540308, 2011; U2OS MC4R beta-arrestin complementation; percent of melanotan II response, DMSO zero;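 active = activation above a per-plate cutoff, the mean activation of sample wells on that plate plus 3 SD, cut at about 8% in these data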
Target sequence (P32245 whole entry, looked up): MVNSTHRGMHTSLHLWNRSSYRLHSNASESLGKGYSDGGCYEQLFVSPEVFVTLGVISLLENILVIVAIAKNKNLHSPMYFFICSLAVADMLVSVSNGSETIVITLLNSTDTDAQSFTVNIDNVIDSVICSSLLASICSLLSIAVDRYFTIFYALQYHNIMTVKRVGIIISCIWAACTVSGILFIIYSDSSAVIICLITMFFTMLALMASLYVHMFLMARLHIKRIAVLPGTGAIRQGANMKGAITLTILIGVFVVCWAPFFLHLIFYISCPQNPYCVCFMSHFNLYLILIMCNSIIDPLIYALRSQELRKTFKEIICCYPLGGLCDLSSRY
MC4R antag cAMP: MC4R antagonists of cAMP signaling, primary screen, cell-based, TR-FRET, antagonist arm of biased-ligand search; Melanocortin receptor 4 (Homo sapiens), P32245; MC4R-expressing cells, MTII-stimulated cAMP, LANCE TR-FRET; inhibition, % at 6.5 µM; 360,000 compounds, 0.48% hits; AID 540295, 2011;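 active = inhibition above its plate's cutoff, the mean of tested wells on that plate plus 3 SD, cut at about 29% in these data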;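 note: 0% = Melanotan II alone and 100% = Melanotan II plus saturating MCL0020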
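Assay system: human MC4R-expressing U2OS cells; reagent: Melanotan II stimulation of cells; dosing: 6.5 µM single dose; timing: compound 30 min, challenge 1 h, detection 1 h; signal: TR-FRET cAMP assay; replicates: one well per compound, no replicates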
ABCB6 inh MLPCN: ABCB6 transporter inhibitors, primary screen, K562-ABCB6 cells, flow cytometry, MLPCN library | AID 602162, 2011 | fluorescence ratio to DMSO, % at 10 µM | K562-ABCB6 porphyrin accumulation, 1 h; active compounds read low | 360,000 compounds, 0.19% hits;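 active = fluorescence ratio to DMSO below 75%, the collection mean minus 3 SD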;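 note: signal is porphyrin accumulated inside mitochondria; 100% equals median channel fluorescence of DMSO control wells; lower ratio means ABCB6 inhibition with less porphyrin fluorescence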
aDG glyco up: activators of alpha-DG glycosylation, primary screen, uHTS, Pro5-aDG cells, AlphaScreen | alpha-DG glycosylation AlphaScreen (IIH6); 0% Pro5, 100% B10-LARGE cell signal | activation, % at 10 µM | 360,000 compounds, 0.22% hits;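 active = activation of at least 8% versus controls, or a plate z-score of at least 8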;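 note: Pro5 are CHO cells carrying HIG-tagged alpha-DG that lacks glycosylation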
Vif imaging: HIV Vif self-association inhibitors, primary screen, imaging, HEK293T, single point; HEK293T cells, Vif self-association by quenched fluorescence, 24 h; inhibition, % at 7.49 µM; 340,000 compounds, 0.35% hits; AID 602346, 2012; in the data active = inhibition above about 50%, passing the limit was not always enough; note: some results filed as inactive read as strong as hits
CaV13 ICDI inh: Disruptors of the CACNA1D IQ motif to Ca2+-dependent inactivation inhibitor domain association, primary screening, Förster resonance energy transfer in intact living …; AID 743397; 340,000 compounds, 0.098% hits; HEK cells, CFP/YFP FRET ICDI-IQ, plate reader, 10 min; percent FRET-ratio fall versus neutral wells; inhibition, % at 12.3 µM;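 active = mean replicate inhibition of at least 30% and at least 1% of replicates passing that level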;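 note: 0% = median of the neutral control wells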
* marks the source's active call; other numbers are inactive results; · = no result given.

(1) CCCc1cc(=O)[nH]c(SCc2cccnc2)n1
(2) O=C(NCCc1ccc(Cl)cc1)c1ccc(=O)[nH]c1
(3) Cc1ccc(N2C(=O)C3C4C=CC(C4)C3C2=O)cc1 (stereo not drawn)
(4) Cc1ccc(C)c(CN2CCC(CNC(=O)Nc3ccc(Br)cc3F)CC2)c1
(5) CC(C)c1ccc(N(CC(=O)NC(C)(C)C)C(=O)CCC(=O)Nc2nccs2)cc1
(6) CC(Oc1ccccc1)c1ccnc2nc(/N=C/N(C)C)nn12 (stereo not drawn)

Compound	1	2	3	4	5	6
MC4R antag cAMP	1	14	-1	1	13	-4
PDI inh	-2	2	11	5	-1	3
aDG glyco up	1.2	0.0	-0.1	1.1	0.0	0.3
MC4R ag barr	-0.9	1.0	-0.6	2.4	-1.4	-1.7
Vif imaging	5	-9	5	-15	-15	-7
H9c2 protect	19	-1	12	-8	4	0
Glyco luc inh	1	0	-2	-6	2	1
CaV13 ICDI inh	-4	-3	·	-22	-9	-8
HTR2A ag	-2	0	3	-7	29*	-5
ABCB6 inh MLPCN	96	101	216	119	101	88

Four of the entries above in order of their number in PDI inh, lowest first.
no.	mol	MC4R antag cAMP	PDI inh	aDG glyco up	MC4R ag barr	Vif imaging	Glyco luc inh	CaV13 ICDI inh	HTR2A ag	ABCB6 inh MLPCN
1	CCCc1cc(=O)[nH]c(SCc2cccnc2)n1	1	-2	1.2	-0.9	5	1	-4	-2	96
5	CC(C)c1ccc(N(CC(=O)NC(C)(C)C)C(=O)CCC(=O)Nc2nccs2)cc1	13	-1	0.0	-1.4	-15	2	-9	29*	101
4	Cc1ccc(C)c(CN2CCC(CNC(=O)Nc3ccc(Br)cc3F)CC2)c1	1	5	1.1	2.4	-15	-6	-22	-7	119
3	Cc1ccc(N2C(=O)C3C4C=CC(C4)C3C2=O)cc1 (stereo not drawn)	-1	11	-0.1	-0.6	5	-2	·	3	216

Carrying on:
(7) COC(=O)c1c(C(=O)OC)c(-c2cccc(Cl)c2)n2c1CS(=O)(=O)C2
(8) O=C(NC1CCCC1)C1CCC(=O)N1CCc1ccccc1 (stereo not drawn)
(9) CCOC(=O)C1=C(CSc2nc(C)ccc2C#N)OC(N)=C(C#N)C1c1cccc(OC)c1OC (stereo not drawn)
(10) CC(C)Nc1cc(N2CCCC2)ccc1[N+](=O)[O-]
(11) COc1ccc(CCNC(=O)CC(Cc2ccccc2)C(=O)O)cc1OC (stereo not drawn)
(12) COc1ccc(-c2cc(C(=O)N3CCCc4ccccc43)no2)cc1

Compound	7	8	9	10	11	12
MC4R antag cAMP	11	1	7	12	-3	4
PDI inh	-11	-6	-15	-11	7	1
aDG glyco up	0.0	0.0	-0.3	-0.2	-0.1	0.3
MC4R ag barr	-0.5	2.8	-3.2	-2.5	-1.0	-1.8
Vif imaging	-8	-8	0	-2	2	0
H9c2 protect	1	0	15	-5	5	-11
Glyco luc inh	2	0	0	2	2	0
CaV13 ICDI inh	-4	-4	-4	-7	-5	-4
HTR2A ag	-3	0	-5	2	9	1
ABCB6 inh MLPCN	158	95	103	105	96	99

(13) O=C1NC2C3CC(c4ccccc43)C12 (stereo not drawn)
(14) C#CCOCCOCCOCCNc1nc(N2CCN(C(=O)C([C@@H](C)O)n3cc([C@@H](N)CCCCN)nn3)CC2)nc(N2CCN(C(=O)[C@H](CCC(=O)O)n3cc([C@@H](N)[C@H](C)CC)nn3)CC2)n1 (stereo partly drawn)
(15) Cc1ccc(S(=O)(=O)N(CC(=O)Nc2cccnc2)c2ccc(Br)cc2)cc1
(16) COc1ccc(NC(=O)C2CCN(C(=O)c3ccccc3)CC2)c(OC)c1
(17) NC(=O)COC(=O)CNC(=O)c1cc(Cl)cc([N+](=O)[O-])c1
(18) CN(C)S(=O)(=O)n1cc(/C=C(\NC(=O)c2ccccc2F)C(=O)N2CCCCC2)c2ccccc21

Compound	13	14	15	16	17	18
MC4R antag cAMP	11	2	11	5	1	8
PDI inh	-4	8	-5	-1	0	-8
aDG glyco up	0.0	-0.1	-0.1	0.4	-0.3	1.2
MC4R ag barr	-0.8	-0.1	-1.0	-1.6	-1.2	2.8
Vif imaging	6	·	-3	-1	0	·
H9c2 protect	8	-3	-3	-3	1	2
Glyco luc inh	0	2	-1	0	1	-4
CaV13 ICDI inh	-7	-4	-8	-8	-7	-5
HTR2A ag	1	2	-16	6	-1	2
ABCB6 inh MLPCN	95	96	102	99	103	94

(19) Cc1cccc(NC(=O)CCCCCN2C(=O)c3ccccc3C2=O)n1
(20) COc1cc(COc2ccc3c(C)c(CC(=O)O)c(=O)oc3c2C)cc(OC)c1OC
(21) C[C@H](CO)N1C[C@H](C)[C@@H](CN(C)C(=O)Nc2ccc3c(c2)OCO3)Oc2ccc(NS(=O)(=O)c3ccc(F)cc3)cc2C1=O
(22) O=C(COC(=O)CN1C(=O)c2ccccc2C1=O)Nc1ccccc1C(F)(F)F
(23) CCOC(=O)CC(NC(=O)c1ccccc1F)c1ccc(C)cc1 (stereo not drawn)
(24) O=C(NCCc1ccc(F)cc1)N[C@@H](Cc1ccccc1)C(=O)O
(25) CCOC(=O)c1nc2sc3c(c2c(=O)n1C(C)C(=O)OCC)CCCC3 (stereo not drawn)

Compound	19	20	21	22	23	24	25
MC4R antag cAMP	2	3	0	13	-2	18	25
PDI inh	15	1	7	4	-8	3	-4
aDG glyco up	-0.2	-0.1	0.0	-0.2	0.0	0.0	0.0
MC4R ag barr	-0.1	-0.1	-2.5	1.3	-2.8	-1.7	0.8
Vif imaging	-4	1	·	9	-7	-4	4
H9c2 protect	-1	-4	-11	3	6	-1	0
Glyco luc inh	0	2	-1	5	-1	0	2
CaV13 ICDI inh	·	-5	-7	-6	-6	-3	-2
HTR2A ag	-1	6	2	-4	-5	-4	-3
ABCB6 inh MLPCN	99	102	98	75	98	98	96

Entries 21 through 25 of the list above:
(21) C[C@H](CO)N1C[C@H](C)[C@@H](CN(C)C(=O)Nc2ccc3c(c2)OCO3)Oc2ccc(NS(=O)(=O)c3ccc(F)cc3)cc2C1=O
(22) O=C(COC(=O)CN1C(=O)c2ccccc2C1=O)Nc1ccccc1C(F)(F)F
(23) CCOC(=O)CC(NC(=O)c1ccccc1F)c1ccc(C)cc1 (stereo not drawn)
(24) O=C(NCCc1ccc(F)cc1)N[C@@H](Cc1ccccc1)C(=O)O
(25) CCOC(=O)c1nc2sc3c(c2c(=O)n1C(C)C(=O)OCC)CCCC3 (stereo not drawn)

Compound	21	22	23	24	25
MC4R antag cAMP	0	13	-2	18	25
PDI inh	7	4	-8	3	-4
aDG glyco up	0.0	-0.2	0.0	0.0	0.0
MC4R ag barr	-2.5	1.3	-2.8	-1.7	0.8
Vif imaging	·	9	-7	-4	4
H9c2 protect	-11	3	6	-1	0
Glyco luc inh	-1	5	-1	0	2
CaV13 ICDI inh	-7	-6	-6	-3	-2
HTR2A ag	2	-4	-5	-4	-3
ABCB6 inh MLPCN	98	75	98	98	96

Screening data from PubChem.
